# Assay outcomes from PubChem.
# NRP1-CendR mod = NRP-1/CendR interaction modulation; FAM-RPARPAR peptide binding to NRP-1, fluorescence polarization; inhibition, % at 25 µM; actives 0.85% (n = 360,000); AID 602438;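 active = inhibition or corrected inhibition above about 18%, plus a signal ratio from 0.5 to 1.5, limit read from the data, passing the limit was not always enough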; note: strong numbers were not always called active
# FAS TE block = blocks the thioesterase domain of human fatty acid synthase; P49327; recombinant FAS-TE, OMFH fluorogenic substrate, fluorescence endpoint; inhibition, % at 15 µM; AID 602261; actives 0.67% (n = 360,000);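 active = compounds whose normalised, plate-corrected inhibition of enzyme fluorescence in the single-dose primary screen is 50% or more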;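 note: 0% = DMSO with enzyme and 100% = substrate without enzyme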
# PABP1 MLLE inh = blocks PAM2 peptide binding to the PABP1 MLLE domain; actives 0.36% (n = 360,000); GST-MLLE / FITC-PAM2 fluorescence polarization; inhibition, % at 20 µM; P11940; in the data active = inhibition above about 35%, passing the limit was not always enough;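 note: plate controls were DMSO wells with GST-MLLE for no effect and wells lacking GST-MLLE protein for full effect; some results filed as inactive read as strong as hits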
# Target sequence (P11940 whole entry, looked up, the tested form may be a part): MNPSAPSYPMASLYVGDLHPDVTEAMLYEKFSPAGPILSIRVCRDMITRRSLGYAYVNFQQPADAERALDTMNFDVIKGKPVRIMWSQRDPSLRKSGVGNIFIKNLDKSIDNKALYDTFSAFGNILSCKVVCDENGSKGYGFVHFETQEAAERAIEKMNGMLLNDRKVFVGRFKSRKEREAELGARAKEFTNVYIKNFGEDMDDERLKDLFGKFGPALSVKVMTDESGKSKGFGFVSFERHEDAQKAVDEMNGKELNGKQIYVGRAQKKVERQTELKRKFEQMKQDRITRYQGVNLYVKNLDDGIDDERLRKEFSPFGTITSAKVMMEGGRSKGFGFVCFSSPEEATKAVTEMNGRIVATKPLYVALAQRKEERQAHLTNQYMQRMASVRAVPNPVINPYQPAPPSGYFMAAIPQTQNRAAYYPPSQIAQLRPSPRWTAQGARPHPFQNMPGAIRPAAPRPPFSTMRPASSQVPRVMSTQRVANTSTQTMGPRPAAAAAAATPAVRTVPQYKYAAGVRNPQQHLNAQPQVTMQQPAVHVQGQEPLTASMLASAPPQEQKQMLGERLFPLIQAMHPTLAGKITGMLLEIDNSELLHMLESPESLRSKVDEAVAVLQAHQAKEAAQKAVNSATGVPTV
# MsrA inhibitor = bovine MsrA inhibition | purified bovine MsrA, absorbance read-out | inhibition, % at 15.5 µM | actives 0.75% (n = 360,000) | AID 651718; in the data active = inhibition above about 4.5%;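 note: 0% = vehicle wells with enzyme and 100% = reference inhibitor wells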
# MT1-MMP act inh = blocks activation of human MT1-MMP; AID 651647; actives 0.061% (n = 360,000); GFP/RFP ratio change, % at 20 µM; HT1080 RFP-PRO-GFP cells, GFP/RFP ratio fluorescence, overnight; percent of plate control window, DMSO zero;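 active = GFP/RFP ratio change of at least 30% with cell ATP level not reduced by more than half and red fluorescence within 50% of control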; note: strong numbers were not always called active
#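 Test system: HT1080 cells expressing an RFP-PRO-GFP fluorescent reporter construct / Compound dosing: single-point 20 µM compound, 1% DMSO / Schedule: cells overnight before dosing, compound overnight, 37 °C, 5% CO2 / Evaluation: GFP/RFP fluorescence ratio / Control set: DMSO and RFP-L50D-GFP cell wells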
# eLon inh = inhibits E. coli Lon protease. purified E. coli Lon protease, fluorescence polarization. P0A9M0. inhibition, % at 7.94 µM. AID 602123. actives 0.42% (n = 360,000); in the data active = inhibition above about 13%, passing the limit was not always enough;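 note: 0% = enzyme with probe and DMSO and 100% = no enzyme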
# SKN-1 block = inhibitors of C. elegans SKN-1; C. elegans VP596 Pgst-4::GFP/RFP ratio, acrylamide-induced, 24 h; inhibition, % at 21.8 µM; actives 0.49% (n = 360,000); AID 624304;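 active = interference check ratio from 0.5 to 1.5 plus GFP to RFP signal ratio inhibition reaching or exceeding a fixed threshold, cut at about 30% in these data, passing the limit was not always enough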; note: some compounds called inactive have numbers as strong as hits
# TbMetRS inhib = blocks T. brucei methionyl-tRNA synthetase activity; purified T. brucei MetRS, ATP depletion, Kinase-Glo luminescence; inhibition, % at 11.9 µM; actives 0.4% (n = 360,000); AID 624268;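 active = inhibition above a per-plate cutoff of the control wells' mean inhibition plus 3 SD, cut at about 5.5% in these data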;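 note: 0% = DMSO wells median and 100% = median of wells with control inhibitor compound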
#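 assay system = parasite MetRS enzyme | timing = 15 min preincubation, 2 h reaction, all 25 °C | evaluation = percent inhibition relative to median high and low control wells | medium = HEPES buffer containing pyrophosphatase, BSA, spermine, DTT | compound = single dose, 11.9 µM final nominal, 0.9% final DMSO | detection = Kinase-Glo luminescence, ATP depletion format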
# MsrA act = bovine methionine sulfoxide reductase A activation; purified bovine MsrA, absorbance read-out; activation, % at 10.6 µM; actives 0.3% (n = 360,000); AID 602163; in the data active = activation above about 7.5%;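 note: 0% = vehicle and 100% = reference activator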
# * marks the source's active call; other numbers are inactive results; i = inactive; / = not tested or not shown; + = active, no number.
# Every second line gives: MsrA inhibitor	FAS TE block	eLon inh	SKN-1 block	MT1-MMP act inh	MsrA act	TbMetRS inhib	NRP1-CendR mod	PABP1 MLLE inh
CCOC(=O)C1CCN(C(=O)c2cccc(S(=O)(=O)N(CC)c3ccccc3)c2)CC1
    0.3	2	-17	-12	-3	-9	-0.1	-9	4
COc1ccc(C2Nc3ccc4ccccc4c3-c3c2c(=O)oc2ccccc32)cc1 (stereo unspecified)
    0.9	4	-7	5	-2	-14	-1.4	4	12
CCN(CC)S(=O)(=O)c1ccc(NC2c3ccccc3C(=O)N2Cc2ccc3c(c2)OCO3)cc1 (stereo unspecified)
    1.1	12	-8	2	-2	-4	0.7	-2	7
COc1cc([N+](=O)[O-])c2ncsc2c1
    1.5	-8	-15	-8	2	0	-0.1	-18	23
CCN(CC)S(=O)(=O)c1ccc(NC2=NS(=O)(=O)c3ccccc32)cc1
    0.0	-2	-8	9	-6	-2	0.0	10	-1
CC(=C/c1ccccc1)/C=N/Nc1nc(N2CCCCC2)nc(N2CCCCC2)n1
    -0.8	16	-6	-5	1	-6	-0.7	3	5
O=C(NC1CCN(C(=O)Nc2cccc(Cl)c2)CC1)C1CCCCC1
    0.0	-8	-3	0	1	-7	-1.1	10	-2
O=C1c2cccc3c(O)ccc(c23)C(=O)N1c1ccc(Cl)cc1
    1.3	-162	+	4	-45	-2	-0.4	120	i
COCCCNC(=O)c1c(NC(=O)c2cccs2)sc2c1CCCC2
    0.4	13	-6	-18	-6	-7	-1.6	4	-4
CCN(CC)c1ccc(S(=O)(=O)N2CCOCC2)cc1NC(=O)COC(=O)COc1ccccc1C
    0.2	-1	9	-3	-1	-8	-0.4	5	5
O=C(NCc1cccnc1)c1ccc(N2CCOCC2)c([N+](=O)[O-])c1
    1.4	-12	-7	0	2	-4	-0.3	14	11
CC(=O)c1ccc(NC(=S)NCc2ccc(Cl)cc2Cl)cc1
    -0.2	21	-10	8	2	-2	4.5	2	19
Cc1occc(=O)c1OC(=O)Nc1ccc(Cl)c(Cl)c1
    -0.4	22	-17	7	-21	-4	-0.6	-14	-3
CC(=O)Nc1cc(-c2cccc(C)c2)cn2c(-c3ccc(S(C)(=O)=O)cc3)cnc12
    0.9	20	-15	14	-12	-2	-0.1	-44	-7
Cc1ccc2nc(N/C(=N/S(=O)(=O)c3cccs3)c3ccccc3Cl)sc2c1
    2.2	4	3	4	-1	-3	6.8*	10	16
CC(C)(C)c1ccc(/C=C2/SC(N3CCCC3)=NC2=O)cc1
    0.2	21	7	7	-1	-2	-0.5	12	-2
COc1ccc(NC(=O)COc2ccccc2Cc2ccccc2)cc1S(N)(=O)=O
    0.2	9	-7	-1	-4	-1	-0.2	9	-6
CCCP(=O)(CCC)CCP(=O)(c1ccccc1)c1ccccc1
    -0.2	-15	-4	7	-7	-4	0.2	6	10
O=C(CNC(=O)c1ccc2c(c1)OCCO2)N/N=C/c1ccc(Cl)cc1
    0.2	-4	4	2	2	-4	-0.4	7	2
O=C(c1ccccc1)C1CCN(C(=O)c2cccs2)CC1
    0.8	0	5	-1	0	-6	-1.2	2	5
CC[C@]12c3[nH]c4cc(CCC(=O)N(C)C)ccc4c3CCN1C(=O)[C@@H](CC(=O)NCc1ccco1)C[C@@H]2C(=O)N1CCN(C(=O)c2ccco2)CC1
    -0.7	-6	0	-13	0	1	-0.4	-22	-5
COCCn1c(SCC(=O)NCc2ccccc2)nnc1-c1ccco1
    0.1	-4	5	5	1	1	0.0	4	24
O=C(Nc1ccccc1N1CCCCC1)c1ncoc1-c1cccc(F)c1
    -0.1	22	4	-18	-8	-9	-1.1	-2	14
COc1cc(C(=O)Nc2nnc(C3=COCCO3)o2)cc(OC)c1OC
    0.7	-8	0	7	-1	3	-0.4	14	4
CN(C(=O)c1ccc2c(c1)OCO2)C1(C(=O)NC2CCCC2)CCCCC1
    0.2	-3	-1	-19	-4	-1	-0.2	-29	8
CCN1CCN(CCC(=O)Nc2ccccc2)CC1
    -1.4	-6	-3	20	5	-9	-1.3	-1	18
CCOC(=O)CN1CC23C=CC(O2)C(C(=O)NCCc2ccccc2)C3C1=O (stereo unspecified)
    -1.7	-5	-4	-6	3	-2	-0.7	-12	1
Cc1onc(-c2ccccc2Cl)c1C(=O)N1CCN(C=O)CC1
    1.5	-8	-9	4	1	-2	0.5	4	-18
O=C(NN1C(=O)/C(=C/c2ccc(O)cc2)SC1=S)c1ccccc1O
    0.0	-15	-349	-1	-12	-4	44*	-191	-148
CC(=O)N1CCCc2cc(S(=O)(=O)N(C)CC(=O)Nc3ccccc3)ccc21
    0.9	-4	-7	21	10	-2	-0.2	5	12
CC(=O)N1c2ccc(S(=O)(=O)N3CCC(C(=O)NCc4ccccc4)CC3)cc2CC1C (stereo unspecified)
    0.2	-6	-15	5	2	-2	-0.1	-6	-5
NS(=O)(=O)c1ccc(NC(NC(=O)c2cccnc2)C(Cl)(Cl)Cl)cc1 (stereo unspecified)
    -0.3	-1	1	4	-3	-3	1.5	-5	-13
C[C@]1(OC(=O)/C=C/c2ccccc2)C[C@@H](O)[C@]2(O)C=CO[C@@H](O[C@@H]3O[C@H](CO)[C@@H](O)[C@H](O)[C@H]3O)[C@@H]21
    2.4	1	12	7	4	0	-1.1	-15	-9
CCC(=O)Nc1nnc(SCC(=O)NCCc2ccc(OC)c(OC)c2)s1
    0.8	-4	0	-2	0	-3	-0.6	11	6
O=C(Cc1ccccc1F)Nc1ccccc1N1CCCC1
    1.4	-2	-6	13	-2	0	-0.4	20	3
COc1cccc(-c2cc3nc(NCc4ccc5occc5c4)n(C)c(=O)c3s2)c1
    -0.2	13	-9	19	-6	-3	-0.3	1	-3
O=C(Nc1ccc2c(c1)OCO2)c1sc2cc(Cl)ccc2c1Cl
    -0.8	-2	-4	-7	7	-9	-1.1	-10	-3
O=C(c1ccccc1Cl)N1CCN(c2ncccn2)CC1
    -0.4	-4	-8	-2	1	0	0.0	6	15
COc1ccc(OC)c(NC(=O)C2CCCN(S(=O)(=O)c3ccc(-n4cnnn4)cc3)C2)c1 (stereo unspecified)
    -0.7	3	1	12	1	0	-0.3	6	1
N[C@@H](Cc1ccccc1)C(=O)N1CCC(C(=O)NCC(=O)NCC(=O)O)CC1
    0.8	-2	-4	-9	-2	-2	-0.5	-9	19
CCN(CC)CCCNc1nc2ccccc2c2nc(-c3ccncc3)nn12
    1.6	-4	1	10	-13	0	0.0	-4	-18
COc1ccccc1NC(=O)c1cc(C)nc2ccccc12
    1.0	-8	-2	-3	3	-5	-0.3	-7	19
CC(=O)Nc1ccc(C(=O)OCC(=O)NCCC2=CCCCC2)cc1
    -0.8	-2	-2	5	5	0	-0.4	-3	-34
N=c1c2c3c(sc2ncn1CCCO)CCCC3
    -0.1	-2	-3	15	0	0	-0.9	7	11
COc1ccc(OC)c(NC(=O)C2(C)CCN2C(=O)CC2CC2)c1 (stereo unspecified)
    0.5	-7	-1	6	-5	-5	-0.2	-4	1
Cc1cc(C)cc(OCC(=O)NN2C(=O)c3ccccc3C2=O)c1
    -0.5	-4	9	-2	/	-11	-1.6	-5	5
CCc1cc(C(=O)c2ccc(OC)cc2)c(NC(=O)CN2CCCC2)s1
    -0.2	30	8	-10	1	-3	-0.9	-2	1
N#CC1=C(N)OC2=C(C(=O)CC(c3ccccc3)C2)C1c1cccnc1 (stereo unspecified)
    0.1	-10	-9	0	-3	-3	-0.1	3	8
CCCn1nnc(NC(=S)NC(=O)c2ccc(-c3ccc(Br)cc3)o2)n1
    -1.2	10	-3	13	0	-1	1.8	-1	29
COc1ccc(CNC(=O)c2c(O)c3cc(OC)c(OC)cc3[nH]c2=O)cc1OC
    -1.5	0	-11	9	1	-2	-0.2	5	-4
CCCOc1ccc(Cn2c(O)cc(=O)[nH]c2=O)cc1
    0.7	-3	-61	22	-21	-1	-0.1	-54	-79
N#CCSc1nccc(-c2cc(Cl)sc2Cl)n1
    -0.7	20	-8	11	-1	-11	-1.1	-3	1
CCC(C)NC(=O)Cn1ccc2cc(S(=O)(=O)N3CCCCCC3)ccc21 (stereo unspecified)
    0.1	-1	1	10	-2	-2	0.6	5	16
CCOC(=O)C1(CCc2ccccc2)CCN(C(=O)c2ccoc2)CC1
    0.2	-1	-6	-2	-5	-8	-0.7	-1	7
Cc1ccccc1NC(=O)CSc1nnnn1C
    0.8	-6	-1	2	4	-1	-0.1	3	-1
Cc1cc(F)ccc1N1CCC(N2CCN(CCC(C)C)C(CCO)C2)CC1 (stereo unspecified)
    -0.9	-3	0	3	-1	-2	-0.9	-4	-13
CO/N=C/NC(=O)c1c(OC)ccnc1Oc1ccc(Cl)cc1
    -0.2	-4	-7	0	12	4	0.0	3	-5
Cc1ccc(C(=O)N/C(=C\c2cccs2)C(=O)NCc2ccncc2)cc1
    0.2	-4	8	7	-1	-4	0.6	-8	-5
Cc1cccc(COCC(Cc2ccccc2)N2CCN(C(=O)c3ccc(C(F)(F)F)cc3)CCC2=O)c1 (stereo unspecified)
    /	29	3	-8	-4	0	-0.2	-3	-11
COc1ccc(OCCN2C(=O)c3ccccc3C2=O)c([N+](=O)[O-])c1
    1.6	7	-2	-4	1	-7	-0.2	-4	-13

# TbMetRS inhib: what is marked active above
mol	MsrA inhibitor	eLon inh	SKN-1 block	MT1-MMP act inh	MsrA act	TbMetRS inhib	NRP1-CendR mod	PABP1 MLLE inh
Cc1ccc2nc(N/C(=N/S(=O)(=O)c3cccs3)c3ccccc3Cl)sc2c1	2.2	3	4	-1	-3	6.8*	10	16
O=C(NN1C(=O)/C(=C/c2ccc(O)cc2)SC1=S)c1ccccc1O	0.0	-349	-1	-12	-4	44*	-191	-148

# The listing continues:
# Every second line gives: MsrA inhibitor	FAS TE block	eLon inh	SKN-1 block	MT1-MMP act inh	MsrA act	TbMetRS inhib	NRP1-CendR mod	PABP1 MLLE inh
O=C(CCc1ccccn1)N1CCCC(N2CCN(c3ccc(F)cc3)CC2)C1 (stereo unspecified)
    0.2	-4	-1	-8	-4	-3	-0.3	5	-1
CCC(C)(C)n1nnnc1C(c1ccc(O)cc1)N1CCc2ccccc2C1 (stereo unspecified)
    -0.5	6	-3	-5	0	-4	0.9	-8	21
Cc1ccccc1CN(c1ccc(C(=O)N2CCN(C)CC2)cc1)S(C)(=O)=O
    -0.1	-7	-6	5	3	1	-0.3	6	6
Cn1c(Cl)c(/C=N/OC(=O)c2ccc(Cl)cc2)c2ccccc21
    1.0	22	-3	-30	-1	-4	-0.6	3	11
COc1ccc(NC(=O)C2CCCNC2=O)cc1 (stereo unspecified)
    1.0	-7	10	15	2	-1	-0.4	-6	6
CC1Sc2ccc(S(=O)(=O)CCC(=O)N(C)Cc3ccco3)cc2NC1=O (stereo unspecified)
    0.3	-7	-8	10	0	0	-0.1	8	0
O=C(NCCCN1CCCC1=O)C(=O)NCC1OCCN1S(=O)(=O)c1ccc(Br)cc1 (stereo unspecified)
    0.0	-4	1	-1	-3	-6	-0.5	2	5
CCC(=O)Nc1ccc2nc(SCC(=O)N3CCOCC3)sc2c1
    0.1	-12	0	-3	-2	-3	1.5	0	6
